# Integrin act MD: activators of alpha7 integrin expression for muscular dystrophy. alpha7betagal myoblasts, beta-gal FDG fluorescence, 48 h. Potency, µM (titrated, usually from 38.3 µM), without a hit: top-dose activation, usual class: activators. 350,000 tested, 0.064% active. AID 624291;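 further: potency means the concentration at half of the fitted maximal effect; 100% = response of the positive control SU9516; nearly all actives have a fitted effect of over 60% in size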
#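 Alpha7betagal+/- myoblasts (passage 13) were plated 16-24 hr, then exposed to compounds (1:260 dilution of DMSO stock) for 48 hours at 37C. After MPER lysis, β-galactosidase reporter activity was read as FDG fluorescence (ex 480/em 540) after 30 minutes.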
# KCNH2 3.1 inh: KCNH2 3.1 (human) potassium channel inhibition | 340,000 tested, 0.95% active | U2OS KCNH2 3.1, thallium flux FluxOr; stronger effect = lower value | activity change, % (tested at about 1.8 µM);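 active means maximum activity change below -70%; inconclusive means maximum activity change from -70% to -50%; inactive means maximum activity change above -50%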;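 further: thallium influx rate constant from kinetic fluorescence after stimulation buffer; on the % scale 0 is the no-effect control and ±100 the full control effect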
#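 U2OS cells transduced with KCNH2 3.1 mutant virus (1.77 x 10^8 /mL, 4 h), plated overnight at 37 C, loaded 45 min with FluxOr dye plus Red40 quencher. Thallium flux rate constant from kinetic reads after stimulation buffer, normalised to controls.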
# AT treatment: potential ataxia-telangiectasia treatments restoring KAP-1 phosphorylation | 320,000 tested, 0.19% active | Potency, µM (titrated, usually from 57.5 µM), inactives show at the highest dose activation, actives largely listed as activators | […] A-T fibroblasts, KAP-1 phosphorylation AlphaLISA; neocarzinostatin DNA damage 30 min before lysis; further: potency means the concentration at half of the fitted maximal effect; % of control where 0% means no effect; nearly all actives have a fitted effect of over 45% in size
#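 hTERT-immortalized A-T patient fibroblasts ([…]), 500 cells/well in OPTI-MEM, 1% FBS, got compounds for 60 min, then NCS for 30 min at 37C. Lysates were then assayed for phospho-KAP-1 by AlphaLISA (anti-pKAP1 donor, anti-KAP1 acceptor beads), 6 hr at 25C.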
# CXXC DNA block: inhibitors of human MLL CXXC domain-DNA interaction | Q03164 | Potency, µM (series often up to 115 µM), for the others: at the top dose activity change, negative = inhibition, hits mostly inhibitors | MLL-CXXC / FITC-HOXA9 DNA fluorescence polarization | 290,000 tested, 0.037% active; active means well fitted inhibition curve with a large enough effect in the polarisation, with a control signal flat, not every such curve was filed as active; inconclusive means small, poorly fitted or top-dose-only effect, or effect the other way, or a change in a side signal; inactive means no such curve, though single readings can be large or run the other way; the % refers to the polarisation; further: potency means the concentration at half of the fitted maximal effect
#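 Purified MLL-CXXC (added from a 7 uM solution) was preincubated 5 min at ambient with pinned compounds in 50 mM Tris-HCl pH 7.5, 50 mM NaCl, 1 mM DTT, 0.05% BSA. Fluorescein-labeled HOX-A9 DNA (50 nM solution) followed, 30 min, then polarization read.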
# Coupling enz: inhibits coupling enzyme system, counter-screen for aldolase hits; coupling enzyme system counterscreen, AmpLite Red fluorescence; 290,000 tested, 0.67% active; activity change, negative = inhibition, % at 58.2 µM, hits read low; AID 2472; in the data active means activity change below about -30%; further: on the % scale 0 is the no-effect control and ±100 the full control effect
#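 Final compound at 57.5 uM, incubated 10 min at RT with coupling enzyme reagent (glyceraldehyde-3-phosphate), then 20 min with substrate and AmpLite Red detection. Fluorescence read at 525/598 nm; tests interference with the coupling assay, not aldolase inhibition.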
# TRPV1 agonist: human TRPV1 agonism | Q8NER1 | TRPV1-expressing cells, Fluo-8 calcium influx, agonist mode | activation, % at 8.33 µM | 320,000 tested, 0.19% active | AID 540275; in the data active means activation above about 80%; inconclusive means between about 30% and that limit; further: 0% is about no effect
#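 TRPV1-expressing cells were cultured overnight at 35.5C and loaded with Fluo-8 calcium dye for 40 to 90 min at room temperature. After a 10 s baseline, compound was added and calcium influx was read kinetically for 3 min (ex 480/em 520 nm).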
# GALK inhibitor: inhibitors of human galactokinase; AID 1868; Potency, µM (series often up to 57.5 µM), without a hit: at the top dose activity change, negative = inhibition, most hits filed as inhibitors; P51570; 270,000 tested, 0.007% active; Purified GALK, Kinase-Glo residual ATP luminescence; further: potency means the concentration at half of the fitted maximal effect; on the % scale 0 is the no-effect control and ±100 the full control effect
#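 5 nM enzyme, 35 uM ATP, 100 uM galactose, 20 mM HEPES pH8.0, 5 mM MgCl2; 1 h RT; residual ATP by Kinase-Glo Plus luminescence, qHTS format.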
# ASM inhibitor: human S-ASM enzyme inhibition; P17405; placental ASM, HMU-PC fluorogenic substrate, 60 min; Potency, µM (doses to about 57.5 µM), without a hit: at the top dose activity change, negative = inhibition, actives largely listed as inhibitors; 340,000 tested, 0.006% active; further: potency means the concentration at half of the fitted maximal effect
#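 Steps: dispense placental human ASM, pin compound, wait 10 min at room temperature, add HMU-PC0 substrate at 9 uM final, incubate 60 min at 37 °C, add stop solution raising pH to 10, read fluorescence.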
# KCNH2 WT inh: KCNH2 (human, wildtype) channel inhibition | U2OS, BacMam KCNH2, thallium flux FluxOr; stronger effect = lower value | activity change, % at 1.84 µM | 340,000 tested, 0.37% active | AID 720551;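 active means maximum activity change below -70%; inconclusive means maximum activity change between -70% and -50%; inactive means maximum activity change above -50%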; further: on the % scale 0 is the no-effect control and ±100 the full control effect
#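 U2OS cells were transduced with wild-type KCNH2 virus (2.03 x 10^8 / mL) for 4 h at room temperature, then cultured overnight at 37 C. Thallium flux was read with FluxOr dye. Rate constants were normalized to DMSO controls.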
# MBNL1 CUG block: MBNL1-poly(CUG) RNA binding inhibition; TR-FRET MBNL1-His/biotin-(CUG)12 binding, 665/545 ratio; Potency, µM (doses to about 57.5 µM), inactives show at the highest dose activity change, negative = inhibition, actives largely listed as inhibitors; 280,000 tested, 0.036% active; AID 2675; active means well fitted inhibition curve with a large enough effect in the signal ratio, with a control signal flat, not every such curve was filed as active; inconclusive means small, poorly fitted or top-dose-only effect, or effect the other way, or a change in a side signal; inactive means no such curve, though single readings can be large or run the other way; the % refers to the signal ratio; further: potency means the concentration at half of the fitted maximal effect; on the % scale 0 is the no-effect control and ±100 the full control effect
#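 His-tagged MBNL1 binding to biotinylated (CUG)12 RNA was measured by TR-FRET using terbium anti-His antibody (0.055 ng/ul final) and streptavidin-XL665 (5 nM final). Compounds were titrated 92 nM to 58 uM; 60 min at room temperature.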
# * marks the source's active call; other numbers are inactive results; i = inactive; ? = inconclusive; . = not tested or not shown; [ ] = dose if it differs, or a comment. Unless noted, the call rests on the fitted dose curve; in most records, active means well fitted curve in the direction sought with a large enough effect; inconclusive means small, poorly fitted or top-dose-only effect, or another doubt; inactive means no such curve, though single readings can be large; an effect the other way counts as inactive or inconclusive.
SMILES,Integrin act MD,KCNH2 3.1 inh,AT treatment,CXXC DNA block,Coupling enz,TRPV1 agonist,GALK inhibitor,ASM inhibitor,KCNH2 WT inh,MBNL1 CUG block
COc1ccc(C(=O)OCC(=O)Nc2ccc(F)c(F)c2F)cc1OC,-23.6%,6.7,6.4%,-0.5%,-0.3,3.7,1.9%,-0.2%,-2.9,-8.2%
C/C(CC(=O)Nc1ccc(N(C)C)cc1)=N\NC(=O)c1ccccn1,11.4%,-3.8,-3.4%,-2.0%,-1.1,?,-1.6%,0.1%,-2.8,?
O=C(CCl)N1N=C(c2ccco2)CC1c1cccs1 (stereo not given),-46.3%[inhibitor],0.1,-1.4%,4.1%,-0.3,-1.4,0.4%,-2.1%,-3.5,15.1%
O=C(c1cccc(Cl)c1)N1CCC(=O)N(C(COCc2ccccc2)Cc2ccccc2)CC1 (stereo not given),-8.0%,-1.3,3.4%,0.2%,-0.4,9.5,.,-9.3%,2.2,8.2%
O=C(CNC(=O)c1ccc(OC(F)F)cc1)Nc1cccc(S(=O)(=O)N2CCCC2)c1,-22.0%,-13.6,-7.9%,.,.,4.2,.,-2.8%,12.7,.
Cc1ccc(Oc2c(CO)c(-c3ccccc3)nn2C)cc1,-12.2%,35.4,0.7%,4.0%,-0.1,12.9,-0.6%,-2.0%,7.2,-3.4%
COc1cccc(NC(=S)NNC(=O)C(C)n2nc(C)c([N+](=O)[O-])c2C)c1 (stereo not given),7.0%[7.66 µM],-0.9,-1.3%,-0.2%,-0.6,-2.0,.,-0.4%,-2.9,3.9%
O=C(OCc1cccc([N+](=O)[O-])c1)c1cccnc1,-25.2%,-2.7,3.6%,1.1%,12.2,-7.1,-2.7%,-0.1%,-9.3,?
Cc1cccc(CNS(=O)(=O)c2ccc(-c3cnc(C4CC4)o3)cc2)c1,1.2%,3.7,0.4%,-6.6%,.,20.6,-5.0%,1.2%,2.4,-5.5%
Cc1ccccc1OCC1Cn2c(nc3c2c(=O)n(C)c(=O)n3C)O1 (stereo not given),13.5%,-3.2,5.7%,-13.8%,2.0,3.0,0.0%,0.4%,0.2,-4.3%
COc1ccccc1-c1cccc([C@@H]2C[C@H]3[C@@H](CN2)CON3C)c1,17.5%,-2.7,.,.,.,.,.,-0.2%,0.7,.
Cc1cc(C)n2nc(CNS(=O)(=O)c3ccc(C)c(C)c3)nc2n1,10.4%,37.8,7.4%,.,-1.5,-3.9,.,1.0%,-3.5,5.9%
CC(=O)N1c2ccc(S(=O)(=O)N3CCC(C(=O)NC(C)c4ccccc4)CC3)cc2CC1C (stereo not given),-33.9%,-13.3,7.4%,-4.6%,0.5,1.1,.,2.4%,-1.8,2.5%
Cc1ccnc(NC(=O)C2CCN(S(=O)(=O)c3ccc(Cl)c(C(F)(F)F)c3)CC2)c1,2.0%,-30.8,1.8%,.,.,7.9,.,-2.2%,-0.5,.
NC(=O)c1cccc2c1C(=O)N(C1CCCCC1)C2,-8.3%,-9.5,5.6%,5.7%,3.3,0.1,-0.2%,-0.2%,-8.5,-3.6%
O=C(Nc1cccc(-c2cn3ccccc3n2)c1)c1cccc(Cl)c1,-30.1%,-5.7,4.2%,56.5%[activator],-1.6,-11.6,-1.6%,4.5%,3.6,-1.3%
Cc1c(NC(=O)CSc2nnc(-c3ccncc3)o2)c(=O)n(-c2ccccc2)n1C,13.2%,21.5,2.4%,3.5%,1.6,-0.4,0.6%,4.1%,-1.1,.
COc1ccc(/C=C/C2=NC(=C\N(C)C)/C(=O)O2)cc1,-19.6%,19.5,1.7%,-6.3%,-10.8,10.3,0.8%,272.8%[activator],-5.9,?
COCCN(C(=O)CSc1ccc2c(c1)OCCO2)c1c(N)n(CC(C)C)c(=O)[nH]c1=O,-7.2%,-3.6,13.7%,.,.,.,.,1.2%,16.5,.
CC(C)(O)C#Cc1ccc([C@@H]2C[C@H]3CN(c4ccccc4)C(=O)[C@]34CCCN24)s1,-58.9%[inhibitor],12.6,-5.7%,0.2%,-7.6,-1.8,1.3%,3.1%,i,13.8%
O=C(NCc1ccncc1)C(=O)NCC(c1ccco1)N1CCN(c2ccc(F)cc2)CC1 (stereo not given),7.3%,12.0,.,-7.1%,-0.1,?,0.7%,3.7%,8.2,.
O=C(N[C@@H](c1ccccc1)[C@H](O)c1ccccc1)[C@@H]1CCCN1C(=O)OCc1ccccc1,0.0%,2.7,.,.,-4.0,.,.,0.2%,9.6,.
OC(COCC1COc2ccccc2O1)CN1CCN(c2ccc(F)cc2)CC1 (stereo not given),-18.2%,-36.1,-3.6%,7.2%,-0.7,-0.2,0.7%,4.0%,-3.8,-4.3%
CCCCC(=O)Nc1ccc(NC(=O)c2ccc([N+](=O)[O-])cc2Cl)cc1OC,9.2%,1.2,3.1%,-1.0%,1.4,1.3,0.2%,-3.7%,-1.2,.
CC(C)(C)NC(=O)C(c1ccc(F)cc1)N(Cc1ccco1)C(=O)CCC(=O)Nc1ccccn1 (stereo not given),-9.6%,-0.1,-1.1%,1.2%,1.5,13.7,2.3%,0.1%,6.4,-5.0%
Cc1onc(-c2ccccc2Cl)c1C(=O)Nc1ccccc1O,11.4%,2.5,-5.6%,-11.3%,1.9,0.7,1.0%,1.5%,12.0,-4.7%
COc1cccc(C2CC(c3c(F)cccc3Cl)n3nc(N)nc3N2)c1 (stereo not given),15.0%,14.1,.,-0.6%,0.9,2.2,-3.4%,-1.5%,3.7,23.3%
COc1ccc(N(CC(=O)N/N=C/c2ccc(OC)c(OC)c2)S(=O)(=O)c2ccccc2)cc1,-1.0%,6.7,-0.7%,10.9%,5.3,-2.8,2.6%,-19.6%,0.2,7.2%
Cc1ccc(NC(=O)CSCc2cc(=O)n3cc(C)sc3n2)cc1,-15.9%,3.4,-8.3%,1.1%,-0.2,-1.4,-0.4%,5.2%,5.9,-2.9%
COc1cccc2cc(-c3cc(=O)oc4ccc(OCC(C)=O)cc34)oc12,16.6%,18.1,13.7%,5.7%,.,19.7,-3.3%,0.0%,-21.5,?

# Single records, from the list above. Order of values: Integrin act MD | KCNH2 3.1 inh | AT treatment | CXXC DNA block | Coupling enz | TRPV1 agonist | GALK inhibitor | ASM inhibitor | KCNH2 WT inh | MBNL1 CUG block
# Entry for CC(C)(O)C#Cc1ccc([C@@H]2C[C@H]3CN(c4ccccc4)C(=O)[C@]34CCCN24)s1 = -58.9%[inhibitor] | 12.6 | -5.7% | 0.2% | -7.6 | -1.8 | 1.3% | 3.1% | i | 13.8%
# Entry for Cc1onc(-c2ccccc2Cl)c1C(=O)Nc1ccccc1O = 11.4% | 2.5 | -5.6% | -11.3% | 1.9 | 0.7 | 1.0% | 1.5% | 12.0 | -4.7%

# The list continues:
SMILES,Integrin act MD,KCNH2 3.1 inh,AT treatment,CXXC DNA block,Coupling enz,TRPV1 agonist,GALK inhibitor,ASM inhibitor,KCNH2 WT inh,MBNL1 CUG block
COc1ccc(OC)c(S(=O)(=O)N2CCC(C(=O)NCCc3ccccc3)CC2)c1,5.8%,-14.1,-9.0%,-4.7%,7.0,-0.9,-0.3%,-1.5%,-6.8,-1.4%
O=[N+]([O-])c1cccc(-c2c[n+]3c(n2-c2ccccc2)SCC3)c1,-11.6%,-17.7,13.3%,-1.4%,1.1,-0.2,7.5%,-0.6%,11.0,?
COc1ccccc1CN1CC(C(=O)NCc2cc(C(C)C)no2)CCC1=O (stereo not given),22.9%,-6.9,4.7%,25.7%,.,1.6,-3.1%,-1.6%,-12.8,-1.8%
CC(C)c1nc(CN2CCCCC2)cc(=O)[nH]1,17.6%,2.3,-0.7%,-8.4%,-2.8,-4.0,-1.4%,2.4%,1.0,2.6%
Cc1ccc(NC(=O)C2CCN(S(=O)(=O)c3ccc4c(c3)NC(=O)CO4)CC2)cc1C,-29.6%,4.1,-6.9%,-3.8%,.,-0.4,-3.1%,-2.8%,-1.7,3.1%
Cc1cc(C)n2c(SCC(=O)Nc3cccc(S(N)(=O)=O)c3)nnc2n1,-11.1%,8.9,0.1%,.,.,.,.,3.7%,0.5,.
COc1ccc(C=O)cc1CSc1nnc(COc2cccc3cccnc23)o1,-18.8%,-9.2,-7.6%,-8.6%,2.9,-0.5,1.2%,-2.2%,-3.4,1.3%
CN(CC(=O)Nc1cc(C(F)(F)F)ccc1-n1cncn1)Cc1ccccc1N1CCOCC1,4.5%,-8.9,.,.,.,.,.,4.6%,-6.6,.
O=C(NCc1cccc2[nH]ccc12)C1CCC(=O)N(CCc2ccc(Cl)cc2)C1 (stereo not given),-8.1%,3.9,-3.3%,14.2%,.,1.5,-5.9%,3.3%,10.1,1.6%

# Screens (PubChem)
